TLR4 MyD88 comp: inhibitors of human TLR4-MyD88 binding; 200,000 compounds, 0.18% hits; inhibition, % at 8.4 µM; AID 861; HeLa CL3-4 TLR4/MyD88 BLA complementation, FRET ratio; in the data active means inhibition above about 25%;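 further: 0% = vehicle and 100% = reference inhibitor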
Target sequence (O00206 whole entry, looked up): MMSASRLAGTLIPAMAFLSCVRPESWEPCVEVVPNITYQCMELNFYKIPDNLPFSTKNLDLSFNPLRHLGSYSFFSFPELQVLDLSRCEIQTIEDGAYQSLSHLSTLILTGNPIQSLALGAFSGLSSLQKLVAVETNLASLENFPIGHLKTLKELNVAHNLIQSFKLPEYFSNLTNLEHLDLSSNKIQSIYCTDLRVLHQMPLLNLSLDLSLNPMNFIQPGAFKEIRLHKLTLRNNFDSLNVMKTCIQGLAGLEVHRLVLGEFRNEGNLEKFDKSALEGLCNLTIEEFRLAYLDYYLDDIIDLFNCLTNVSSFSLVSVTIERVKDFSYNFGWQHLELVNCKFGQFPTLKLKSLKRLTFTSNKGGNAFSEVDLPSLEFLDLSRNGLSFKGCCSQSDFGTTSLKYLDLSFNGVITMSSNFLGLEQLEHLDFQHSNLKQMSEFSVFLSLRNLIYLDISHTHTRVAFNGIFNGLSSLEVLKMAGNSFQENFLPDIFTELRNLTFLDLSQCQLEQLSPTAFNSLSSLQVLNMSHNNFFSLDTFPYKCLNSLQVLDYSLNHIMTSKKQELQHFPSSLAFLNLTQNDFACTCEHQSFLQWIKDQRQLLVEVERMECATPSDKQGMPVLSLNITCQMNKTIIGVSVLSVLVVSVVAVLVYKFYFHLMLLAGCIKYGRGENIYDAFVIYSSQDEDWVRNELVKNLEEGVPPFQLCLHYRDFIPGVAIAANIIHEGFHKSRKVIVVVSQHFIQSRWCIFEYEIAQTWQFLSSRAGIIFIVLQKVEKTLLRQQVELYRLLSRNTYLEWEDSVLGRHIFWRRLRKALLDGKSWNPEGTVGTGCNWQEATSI
Target sequence (Q99836 whole entry, looked up): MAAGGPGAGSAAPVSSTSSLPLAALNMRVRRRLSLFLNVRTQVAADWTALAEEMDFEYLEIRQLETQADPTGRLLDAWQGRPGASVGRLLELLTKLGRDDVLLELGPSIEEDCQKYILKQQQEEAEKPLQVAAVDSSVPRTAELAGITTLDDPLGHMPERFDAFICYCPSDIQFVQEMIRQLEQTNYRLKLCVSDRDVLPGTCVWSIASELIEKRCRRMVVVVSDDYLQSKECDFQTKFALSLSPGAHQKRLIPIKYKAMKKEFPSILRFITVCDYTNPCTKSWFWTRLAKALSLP
RAM inhibit: inhibitors of the yeast RAM network | S. cerevisiae dse1pr::URA3 reporter, 5-FOA growth OD615, 2 d; analog-sensitive cbk1-as2 kinase mutant strain | inhibition, % at 50 µM | 190,000 compounds, 1.8% hits;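 active means inhibition above a set limit, 3 SD over mean compound inhibition, cut at about 8.4% in these data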;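 further: 0% = DMSO-only wells with no growth and 100% = 10 µM 1-NA-PP1 full growth; inhibition rescues growth on 5-FOA so higher OD means more RAM inhibition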
PPARg SRC1 recr: promotes SRC-1 coactivator recruitment by human PPARgamma; P37231; PPARgamma-SRC-1 coactivator recruitment biochemical assay; activation, % at 8 µM; 200,000 compounds, 0.41% hits; in the data active means activation above about 19%;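 further: 0% = DMSO and 100% = reference agonist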
STAT3 activator: activators of IL-6 induced STAT3 signaling; U3A cells, IL-6 STAT3-luciferase reporter, luminescence; 100% = signal with IL-6 EC80 alone; activation (% of control), % at 5.6 µM; 190,000 compounds, 0.91% hits;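 active means activation above the screen-wide mean of compound activation plus 3 SD, cut at about 130% in these data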;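 further: 0% = background luminescence of wells with medium and substrate only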
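Material: human STAT1-deficient U3A cells with stable STAT3-luciferase reporter / Probe or stimulus: IL-6 stimulus at 33 ng/mL final / Schedule: 1 h compound pre-exposure, 6 h IL-6 stimulation, 37 °C / Technique: luminescence / Read-out basis: percent of IL-6-only median luminescence / Control set: IL-6-only high control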
STAT3 inh: reduces IL-6 driven STAT3 reporter signal | 190,000 compounds, 0.89% hits | AID 862 | U3A cells, IL-6 STAT3-luciferase reporter, luminescence; host cell line lacks STAT1 | inhibition, % at 5.5 µM;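 active means inhibition above the mean inhibition across all screened compounds plus 3 SD, cut at about 44% in these data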;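 further: 0% = DMSO only wells and 100% = 100 µM nifuroxazide control wells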
TR-FRET SRC-2 ct: counter-screen for PPARgamma SRC-2 recruitment agonists: TR-FRET artefact; TR-FRET ratio at 8 µM; AID 1049; hits give high values; 200,000 compounds, 0.4% hits; in the data active means TR-FRET ratio above about 2000; further: inactives centre near 1500
ROMK primary: modulates human ROMK potassium channel activity | AID 1918 | B-score at 10 µM | Tet-inducible ROMK, thallium flux fluorescence; actives lie on both sides | P48048 | 130,000 compounds, 2% hits;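 active means signal ratio slope over the read window, or its plate-corrected B-score, at least 3 SD from the plate mean, either direction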;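 further: B-score of the F/F0 ratio slope over 7 to 12 s after thallium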
S1P3 antag: S1P3 (human) receptor antagonism | 170,000 compounds, 0.27% hits | inhibition, % at 4.98 µM | CHO S1P3 NFAT-BLA reporter, FRET fluorescence, antagonist mode | Q99500;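 active means inhibition above the plate cutoff, the mean inhibition of test wells on that plate plus 3 SD, cut at about 28% in these data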;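 further: cells challenged with S1P at its EC80 of 0.8 µM; blue over green emission ratio from cleaved BLA substrate after 4 h stimulation; 0% = S1P-stimulated wells and 100% = unstimulated DMSO-only wells; some compounds past the cut are filed as inactive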
PPARg SRC2 recr: promotes SRC-2 coactivator recruitment by human PPARgamma; P37231; PPARgamma LBD-SRC-2 recruitment, biochemical; activation, % at 8 µM; 200,000 compounds, 0.34% hits; AID 1032; in the data active means activation above about 22%;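 further: 0% = vehicle and 100% = reference agonist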
PPARg SRC-3 ag: PPARgamma-driven SRC-3 recruitment agonism; 200,000 compounds, 0.26% hits; biochemical PPARgamma/SRC-3 coactivator recruitment assay; activation, % at 8 µM; P37231; in the data active means activation above about 23%;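 further: 0% = DMSO and 100% = reference agonist; some compounds past the cut are filed as inactive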
STAT1 blocker: reduces IFN-gamma driven STAT1 reporter signal | NIH 3T3 STAT1-luciferase reporter, luminescence | inhibition, % at 5.5 µM | 200,000 compounds, 0.35% hits | AID 920;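 active means inhibition above a set limit, the mean inhibition across all tested compounds plus 3 SD, cut at about 34% in these data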;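 further: 0% = IFN-gamma with DMSO and 100% = IFN-gamma with 300 µM nifuroxazide; values of inactives mirror those of a sister screen read the other way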
* marks the source's active call; other numbers are inactive results; · = not tested or not shown.

SMILES	TLR4 MyD88 comp	RAM inhibit	PPARg SRC1 recr	STAT3 activator	STAT3 inh	TR-FRET SRC-2 ct	ROMK primary	S1P3 antag	PPARg SRC2 recr	PPARg SRC-3 ag	STAT1 blocker
COc1ccc(CCNS(=O)(=O)c2ccccc2)cc1OC	-2.3	-0.5	-0.8	100.4	2.8	1455	0.412	-23.0	7.0	2.9	-1.4
O=C(/C=C/c1ccco1)Nc1ccc(N2CCCC2)cc1	-3.2	2.4	6.4	112.9	-15.3	1578	1.25	4.0	8.7	3.8	-66.8
CCN1CCN(Cc2ccc(NC(=O)Nc3ccccc3)cc2)CC1	-5.7	1.4	-3.5	98.3	7.2	1482	·	-3.2	4.5	3.9	-26.7
CCOC(=O)C1=C(C)N(c2ccc(Cl)cc2)C(=O)NC1c1cccc([N+](=O)[O-])c1 (stereo not drawn)	-3.9	-0.5	-4.3	115.7	-16.4	1436	-0.325	-29.2	-2.5	2.2	7.9
CC(=O)c1cccc(NC(=O)N2CCCC2C(=O)NCCc2ccccc2)c1 (stereo not drawn)	-9.9	1.8	0.1	100.3	-0.3	1524	0.19	·	-10.0	-6.4	1.0
CCCCCCOC(=O)NCC(O)c1ccccc1 (stereo not drawn)	8.6	-0.7	-0.9	114.9	-6.8	1433	·	1.0	5.2	-7.2	-17.8
CCC(C)N=CC1=C(O)C(C(=O)OC)C(C)(C)CC1=O (stereo not drawn)	-9.9	1.6	11.2	97.3	5.4	1636	·	·	6.0	11.2	-3.5
CC(C)C(OC(=O)c1ccco1)C(=O)NCc1ccco1 (stereo not drawn)	8.7	1.4	6.3	99.3	7.3	1712	·	7.0	15.6	-0.1	1.1
CCOc1ccc(S(=O)(=O)Nc2ccc(Cl)cn2)c(C)c1C	-2.6	2.4	6.0	99.4	3.5	1564	-2.04	-19.5	5.4	12.2	0.1
Cc1ccc(-c2cc(C(F)(F)F)n3ncc(C(=O)O)c3n2)cc1	15.0	0.1	3.0	99.6	4.6	1684	·	16.6	4.9	2.2	8.2
COc1ccc(N(C(=O)c2ccco2)C(C(=O)NC2CCCCC2)c2ccccc2)cc1 (stereo not drawn)	2.7	7.2	-3.0	114.3	-16.3	1606	0.385	·	17.0	8.8	-1.5
NNC(=O)/C(=C\c1ccc(Br)cc1)NC(=O)c1cccs1	-3.1	-0.3	8.5	107.7	-6.6	1541	-0.174	-12.6	4.9	0.6	5.0
Cc1ccc2cccc(OCc3nnc(SCC(=O)O)n3C)c2n1	-2.1	0.5	-8.4	100.2	6.2	1561	0.758	-5.8	-5.0	-3.3	-0.4
O=C(NCCSCc1ccccc1)c1ccccc1	12.1	-0.7	0.5	89.5	13.4	1775	·	-9.6	6.6	4.7	6.0
Cc1ccc(-c2cc(C(=O)N3CCc4ccccc4C3)no2)cc1	6.2	3.2	6.0	98.3	8.8	1631	-1.74	-7.5	2.2	4.7	2.0
COc1ccc(S(=O)(=O)N2CCN(C(=O)COc3ccc4c(C)cc(=O)oc4c3)CC2)cc1	13.4	0.7	10.6	96.9	7.6	1543	·	-40.3	7.7	2.6	9.1
O=C(COc1ccccc1)N1CCN(C(=O)c2cccc(F)c2)CC1	3.3	1.4	-0.6	104.3	1.4	1489	0.325	14.1	1.9	0.8	4.0
CCCN(CCC)C1CC(=O)N(Cc2ccccc2)C1=O (stereo not drawn)	4.5	1.9	1.6	96.4	8.6	1523	-0.979	-5.8	0.9	0.0	-3.6
CCCC(=O)Nc1nc2ccc(NC(=O)c3cccnc3)cc2s1	14.4	1.8	1.5	96.7	4.7	1316	0.464	·	6.9	-0.7	-8.1
Cc1ccc(S(=O)(=O)N2CCOCC2)cc1NC(=O)CN1CCC(Cc2ccccc2)CC1	2.9	-0.1	1.2	97.9	8.4	1468	-1.68	15.3	1.0	-0.9	10.5
COC(=O)c1cc(NC(=O)C2C3C=CC(C3)C2C(=O)O)cc(C(=O)OC)c1 (stereo not drawn)	14.7	-0.4	10.3	106.2	-4.2	1559	·	·	-5.5	6.7	-1.3
Cc1ccc(C(=O)NCC(=O)NCC(=O)OCC(=O)c2cccs2)cc1	-3.8	1.4	-1.0	100.6	-2.3	1493	-0.666	-16.4	2.1	-2.5	-6.0
CCOC(=O)c1cnc(SCC(=O)c2ccc(C)cc2)nc1N	5.5	5.5	0.3	103.3	-0.1	1532	·	·	-3.9	6.5	-0.6
CC(C)CN(CC(C)C)S(=O)(=O)N1CCC(C(=O)NCc2ccc(F)cc2)CC1	0.5	3.9	13.0	94.9	10.5	1621	·	17.3	-6.2	8.5	-1.4
COC(=O)CCC(=O)Oc1ccc(OC(=O)CCC(=O)OC)cc1	-6.6	1.7	4.5	101.2	2.3	1772	0.7	-4.9	8.6	0.1	20.0
Cc1ccccc1NS(=O)(=O)c1ccc(C)c(C(N)=O)c1	5.4	0.3	6.7	99.0	4.0	1513	·	·	-5.1	1.4	-0.5
COc1ccc(CCn2c(N3CCOCC3)nc3c2c(=O)[nH]c(=O)n3C)cc1	3.8	-1.0	3.8	108.0	-9.5	1731	1.2	·	10.4	6.2	-2.1
Cc1cc(C)c2nc(NNC(=O)c3ccc(S(=O)(=O)N4CCCC(C)C4)cc3)sc2c1 (stereo not drawn)	9.2	4.8	0.5	101.6	-2.0	1499	0.311	-1.5	2.2	4.7	-7.7
CCOc1ccccc1NC(=O)CN(C)S(=O)(=O)c1cnc[nH]1	-8.8	3.3	1.5	97.2	6.8	1408	·	-20.2	-8.5	3.0	2.7
O=C(N=C1N=C2C=CC=CN2Cc2ccccc21)c1ccc(S(=O)(=O)N2CCOCC2)cc1	8.7	2.1	2.8	94.5	7.3	1736	0.754	-8.8	-2.9	-3.4	-27.4
Cc1ccc2cccc(OC(=O)/C=C\c3ccccc3)c2n1	-1.4	1.6	7.7	98.5	4.1	1838	0.348	-5.7	6.8	-0.4	-1.7
CCc1cccc(CC)c1NC(=O)c1cc(CN2C(=O)c3ccccc3C2=O)ccc1OC	-2.2	4.8	4.9	102.6	-3.1	1861	·	10.6	10.6	9.8	-4.3
CCCCSCc1cc(C(=O)O)oc1C(C)(C)C	4.0	-0.4	3.8	94.6	10.6	1705	-1.01	2.5	2.3	2.0	5.6
CCN(Cc1ccncc1)C(=S)Nc1ccccc1	11.0	0.7	-3.4	97.1	10.2	1674	·	-8.6	5.6	5.1	-5.6
Cc1c(C(=O)OC(C)C)[nH]c2c1C(=O)CCC2	6.1	-0.5	2.1	90.5	14.9	1629	-0.337	-4.6	14.9	-4.2	-4.1
COc1ccccc1OCCC(=O)OCC(=O)c1[nH]c(C)c(C(C)=O)c1C	0.0	2.6	9.6	98.3	2.6	1662	0.565	-22.5	10.3	9.1	17.2
CCOC(=O)CON1C(=O)C(=O)N(OCC(=O)OCC)C2CCCCC21 (stereo not drawn)	-3.9	0.8	-0.6	95.5	9.6	1287	-0.44	-14.9	1.9	1.7	-2.0
Cc1nc2sc(C(=O)c3ccccc3)c(N)c2c(C)c1C	-3.0	7.4	1.0	94.1	12.6	1827	0.794	7.6	8.9	2.9	-14.2
CCOc1cc(/C=C/C(=O)Nc2ccc(C(=O)NCCN(CC)CC)cc2)ccc1OCC(C)C	-19.5	-1.3	3.2	104.5	3.5	1510	-0.266	-2.8	12.0	1.7	1.9
CC1/C(=N/O)CC(c2ccco2)NC1c1ccco1 (stereo not drawn)	-3.4	1.5	4.7	99.3	4.5	1591	0.683	12.5	0.4	-0.9	-1.3
O=C(Cc1ccc(F)cc1)Nc1nnc(SCC(=O)NC2CCCC2)s1	-2.3	5.2	-2.4	108.6	-2.6	1660	-0.462	-12.1	9.3	3.3	6.5
COC(=O)C1CCN(C(=O)COC(=O)[C@@H]2CC(O)CN2S(=O)(=O)c2ccc3c(c2)OCCO3)CC1 (stereo partly drawn)	-3.0	0.4	-0.3	96.1	6.8	1545	·	-3.7	2.3	4.5	7.1
CC(C)[C@H](NC(=O)c1ccco1)C(=O)NC12CC3CC(CC(C3)C1)C2	8.7	0.4	1.4	103.8	0.2	1770	-0.974	-4.7	1.4	2.0	7.7
COc1ccccc1-c1nnc(SC(C(=O)c2c[nH]c3ccccc23)c2ccccc2)n1C (stereo not drawn)	-3.7	7.4	3.1	114.5	-10.4	1414	·	7.2	-4.8	2.6	-3.1
Cc1c(Cl)cccc1NC(=O)CCC(=O)NNC(=O)CCC(=O)O	2.2	0.6	2.8	99.6	1.9	1463	0.507	-3.5	-1.2	0.0	-6.9
CC1=C(C)NC(=S)SC1	1.3	-0.1	0.2	126.9	-28.5	1412	-0.0146	6.3	5.0	1.5	12.3
CCOCCN1CCN(c2c(CC)c(C)nc3cc(-c4cc(OC)cc(OC)c4)nn23)CC1	-8.0	0.6	3.2	88.5	15.0	1582	-2.11	·	9.3	5.2	3.5
Cn1c(SCC(N)=O)nnc1-c1ccc(C(C)(C)C)cc1	-15.8	1.9	-0.4	95.5	9.4	1691	0.0516	-2.6	18.1	8.1	-4.2
CCCc1ccccc1OCCNC(C)=O	-2.3	2.1	1.8	99.8	3.0	1589	0.727	-33.3	3.9	4.2	2.8
CCn1c(SCC(=O)N2CCN(c3ccccc3)CC2)nnc1-c1cc2cc(Cl)ccc2o1	0.9	2.2	5.6	102.0	3.7	1491	·	3.3	-3.5	1.9	-1.0
CN1CCN(C(=S)Nc2ccc(Cl)cc2Cl)CC1	-13.9	0.8	4.3	101.7	4.0	1572	-0.0305	·	1.1	-2.0	-0.6
CSC1=NC2C(N1)N(C)C(=O)N2C (stereo not drawn)	-7.9	-0.9	-9.2	100.7	4.9	1280	-0.0891	·	-2.9	-10.1	-2.4
Cc1ccc(N2C(=O)C3C4C=CC(CNC(=S)N5CCN(c6ccccc6)CC5)(O4)C3C2=O)cc1 (stereo not drawn)	-8.3	4.1	2.3	97.7	10.3	1381	-0.711	0.4	-5.8	-2.2	6.1
CC(NC(=S)NCc1ccc(F)cc1)C12CC3CC(CC(C3)C1)C2 (stereo not drawn)	19.7	6.2	17.0	101.3	3.0	1793	·	-4.2	3.9	4.3	10.5

One compound at a time, from the list above. Values in the order: TLR4 MyD88 comp	RAM inhibit	PPARg SRC1 recr	STAT3 activator	STAT3 inh	TR-FRET SRC-2 ct	ROMK primary	S1P3 antag	PPARg SRC2 recr	PPARg SRC-3 ag	STAT1 blocker
CN1CCN(C(=S)Nc2ccc(Cl)cc2Cl)CC1 is listed as -13.9	0.8	4.3	101.7	4.0	1572	-0.0305	·	1.1	-2.0	-0.6
CC(NC(=S)NCc1ccc(F)cc1)C12CC3CC(CC(C3)C1)C2 (stereo not drawn) is listed as 19.7	6.2	17.0	101.3	3.0	1793	·	-4.2	3.9	4.3	10.5
CCn1c(SCC(=O)N2CCN(c3ccccc3)CC2)nnc1-c1cc2cc(Cl)ccc2o1 is listed as 0.9	2.2	5.6	102.0	3.7	1491	·	3.3	-3.5	1.9	-1.0

Screens from PubChem.
